Screens (PubChem)
PGC1a acetyl inh: PGC1a acetylation modulation, inhibitor mode; U2OS PGC1a acetylation, AlphaScreen anti-acetyl-lysine; with virally co-expressed GCN5 acetyltransferase; inhibition, % at 15.6 µM; 350,000 tested, 0.17% active; AID 651687;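 active = every replicate shows inhibition of at least 40%; inconclusive = mean inhibition at least 40% but some replicate below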;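 note: 0% = neutral control wells and 100% = positive control wells; some results beyond the cut were filed as inactive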
PAX8 reporter: inhibitors of PAX8 transcriptional activity in RMG-I cells | RMG-I TPO-luciferase reporter, SteadyGlo, 24 h | inhibition, % at 12.6 µM | 360,000 tested, 1.2% active | AID 652154;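 active = mean replicate inhibition at least 60% with every replicate also reaching 60%; inconclusive = only one of the two criteria is met; inactive = mean below 60% and not all replicates reaching 60%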;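 note: luciferase light reporting Pax8 driven TPO promoter activity; plate controls were median of neutral control wells for no effect and mitoxantrone controls for full effect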
PglD DTNB: inhibitors of Campylobacter jejuni PglD acetyltransferase; purified PglD enzyme, DTNB colorimetric CoA detection; inhibition, % at 12.5 µM; 360,000 tested, 0.098% active; AID 602405; in the data active = inhibition above about 16%, passing the limit was not always enough; inconclusive = no clear call, values can overlap the other calls; note: strong numbers were not always called active
EWS-Fli inh: EWS/Fli transcriptional activity inhibition; 350,000 tested, 0.67% active; AID 651661; A673 NR0B1-luciferase reporter, viability-normalised; inhibition, % at 12.6 µM;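 active = mean inhibition of at least 50% after viability correction, with every replicate also passing that limit; inconclusive = mean reaches 50% but only one of two replicates passes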;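 note: firefly luciferase signal divided by Alamar Blue viability fluorescence both relative to DMSO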
LGR2 inh: Drosophila LGR2 receptor signaling inhibition. AID 720647. HEK293 LGR2, CRE-luciferase, bursicon-stimulated, 4 h. 380,000 tested, 0.35% active. inhibition, % at 9.99 µM;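 active = drop in luminescence signal, shown as inhibition above about 50% in the replicate tests, limit read from the data, passing the limit was not always enough; inconclusive = probably only some replicates passing the limit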;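 note: agonist challenge used bursicon conditioned medium at about half maximal strength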
ERAP1 inh: inhibitors of human ERAP1 aminopeptidase. Q9NZ08. recombinant ERAP1, Leu-AMC fluorescence, 60 min. inhibition, % at 10.7 µM. 340,000 tested, 0.15% active. AID 652197;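 active = mean replicate inhibition of at least 30%, or all replicates individually reaching that 30% level; inactive = mean below 30% and not every replicate reaching it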;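 note: 0% = neutral control wells and 100% = L-leucinethiol positive control wells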
Target sequence (Q9NZ08 whole entry, looked up): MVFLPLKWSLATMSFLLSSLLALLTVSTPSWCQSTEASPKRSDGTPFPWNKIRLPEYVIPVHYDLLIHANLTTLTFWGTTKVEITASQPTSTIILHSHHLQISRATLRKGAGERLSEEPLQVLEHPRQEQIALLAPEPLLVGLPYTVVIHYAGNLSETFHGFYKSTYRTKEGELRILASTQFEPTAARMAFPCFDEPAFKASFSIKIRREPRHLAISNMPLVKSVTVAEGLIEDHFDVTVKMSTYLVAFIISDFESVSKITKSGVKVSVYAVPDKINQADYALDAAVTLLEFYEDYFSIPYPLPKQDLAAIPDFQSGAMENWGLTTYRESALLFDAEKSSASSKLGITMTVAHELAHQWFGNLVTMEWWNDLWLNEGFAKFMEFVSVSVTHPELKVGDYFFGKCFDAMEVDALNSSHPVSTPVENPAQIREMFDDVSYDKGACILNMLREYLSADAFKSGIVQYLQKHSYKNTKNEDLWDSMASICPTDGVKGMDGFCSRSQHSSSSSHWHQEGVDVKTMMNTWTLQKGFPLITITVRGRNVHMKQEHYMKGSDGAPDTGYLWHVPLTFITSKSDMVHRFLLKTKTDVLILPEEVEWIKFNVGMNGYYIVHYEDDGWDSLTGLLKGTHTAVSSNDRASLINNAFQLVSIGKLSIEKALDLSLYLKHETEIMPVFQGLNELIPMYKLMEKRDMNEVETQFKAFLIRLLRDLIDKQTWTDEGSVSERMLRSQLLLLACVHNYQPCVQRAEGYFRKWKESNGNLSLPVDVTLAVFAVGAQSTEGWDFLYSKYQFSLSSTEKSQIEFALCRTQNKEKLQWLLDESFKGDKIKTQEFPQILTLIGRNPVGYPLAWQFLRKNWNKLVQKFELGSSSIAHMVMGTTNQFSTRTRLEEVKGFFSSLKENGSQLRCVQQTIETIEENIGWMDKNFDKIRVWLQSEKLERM
S100A4 MyoIIA: S100A4-myosin IIA interaction inhibition; P26447; S100A4/TAMRA-MyoIIA peptide fluorescence polarization; inhibition, % at 10.7 µM; 360,000 tested, 0.14% active;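 active = mean inhibition of at least 70% across replicates, with every replicate also reaching that level; inconclusive = mean inhibition reaches 70% but some replicates fall short; inactive = mean inhibition below 70%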
Target sequence (P26447 whole entry, looked up): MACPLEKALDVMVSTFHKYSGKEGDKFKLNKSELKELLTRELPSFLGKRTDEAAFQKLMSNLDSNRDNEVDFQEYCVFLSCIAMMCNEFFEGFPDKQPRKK
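Material: human S100A4 monomer with TAMRA-labelled myosin IIA peptide; buffer or medium: HEPES pH 7.2 with CaCl2, KCl, NaCl, DTT, Triton; compound dosing: one concentration per compound; schedule: 5 min incubation before reading; benchmarks: neutral control DMSO, positive control TFP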
FN deposition inh: fibronectin deposition inhibition; AH1F fibroblasts, Alexa488-fibronectin deposition fluorescence, overnight; inhibition, % at 12.6 µM; 350,000 tested, 0.086% active; AID 743247;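 active = mean inhibition across replicates of 30% or more, regardless of how many single replicates reach that level; inconclusive = mean under 30% yet at least half of replicates reach 30%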;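 note: positive control wells lacked labelled fibronectin entirely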
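test system = AH1F fibroblasts assembling fluorescent fibronectin matrix | quantity = 10000 AH1F cells per well | buffer or medium = DMEM plus 2% serum, read in PBS | doses = single dose, pinned | incubation = 1 h cell attachment, overnight exposure to compound and label | detection = fluorescence at 485 nm excitation, 525 nm emission | read-out basis = inhibition from reduced deposited-fibronectin fluorescence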
Starred values were filed as active, the others as inactive; ? = inconclusive; . = not tested or not shown.

Structure	PglD DTNB	PGC1a acetyl inh	ERAP1 inh	S100A4 MyoIIA	LGR2 inh	EWS-Fli inh	PAX8 reporter	FN deposition inh
COc1ccccc1C(C[N+](=O)[O-])c1c(N)n(C)c(=O)n(C)c1=O (centres undefined)	4.0	-27.4	2.7	0.0	68.9*	22.6	64.1*	2.7
NS(=O)(=O)c1ccc(CCNc2ccc(C(F)(F)F)cn2)cc1	-3.4	.	-2.5	-9.3	-21.5	-1.2	7.6	1.3
O=C(NCCN1CCN(c2ccccc2F)CC1)C1c2ccccc2C(=O)N2CCc3ccccc3C12 (centres undefined)	-1.6	-3.9	.	.	.	.	19.9	-1.9
COc1ccccc1CNS(=O)(=O)c1c(C(=O)N2CCCCCC2)c(C)n(C)c1C	3.4	-3.0	2.1	7.3	4.1	1.7	11.3	12.3
CN1C(=O)c2cc(NC(=O)c3cscn3)ccc2OC[C@H]2O[C@H](CC(=O)NCc3ccc(Cl)c(Cl)c3)CC[C@H]21	0.1	-6.0	-3.1	7.2	3.9	9.2	9.7	-26.4
C/C(=N\NC(N)=S)c1ccc(-n2ccnc2)cc1	2.5	1.6	-0.2	-0.1	-3.2	12.9	5.4	9.6
Cc1cc(C)cc(N(C(=O)c2cccs2)C2C=CS(=O)(=O)C2)c1 (centres undefined)	.	.	7.5	-6.7	-0.4	1.9	-0.9	.
CCN(c1ccc(OC)cc1)S(=O)(=O)c1nnc(NC(=O)CC(C)C)s1	5.2	3.6	0.6	2.1	6.5	5.8	5.8	.
CC(c1nc2ccccc2c(=O)[nH]1)N(C)c1ccc2ccccc2c1 (centres undefined)	-2.8	.	.	.	7.2	.	-4.6	-6.6
COc1ccc(CNC/C=C/c2ccccc2)cc1	-1.1	.	3.3	-2.2	3.0	10.3	0.7	-0.6
C/C(=N\NC(=O)c1ccc(-n2cnnn2)cc1)c1ccc(Cl)cc1	2.3	3.0	-3.2	-4.1	-9.8	4.3	-14.4	11.0
Cc1ccc(OCCCC(=O)N(C)CC(=O)Nc2ccccc2Br)cc1	.	-12.6	-1.3	1.4	2.4	-9.8	-0.7	3.0
CC(C)CC#Cc1ccc2c(c1)O[C@@H](CN(C)Cc1ccccc1F)[C@H](C)CN([C@H](C)CO)S2(=O)=O	-3.1	2.4	-0.3	-1.0	-13.3	28.7	.	-18.0
COc1ccc(NC(=O)Nc2ccc3c(c2)[C@@H]2C[C@@H](CC(=O)N4CCCCC4)O[C@@H](CO)[C@@H]2O3)cc1	0.2	25.5	-3.1	-36.6	-10.2	5.0	-0.8	-5.0
O=S(=O)(c1ccccc1)N1CCCCN2[C@H](CO)[C@H](c3ccc(C#Cc4ccccc4)cc3)[C@@H]2C1	5.1	4.9	1.4	9.2	16.0	.	26.6	.
CCN(CC(=O)Nc1c(F)cccc1F)C(=O)/C=C/c1ccc(C)cc1	7.1	1.5	2.5	-67.0	-36.0	-81.5	-86.4	4.6
Cn1c(O)c(N=NC(=O)c2cc(-c3cccs3)nc3ccccc23)c2ccccc21	4.3	2.3	.	.	-21.1	.	14.5	19.8
COc1ccc(/C=C/C(=O)OCC(=O)Nc2ccc(S(N)(=O)=O)cc2)cc1OC	.	.	5.4	-0.8	-2.1	-2.9	-0.6	.
CNc1ccc(S(=O)(=O)NCC(=O)NCCCc2ccccc2)cc1[N+](=O)[O-]	-1.5	-11.5	0.8	-2.7	-0.6	2.9	4.0	.
CC(=O)Oc1ccccc1Cn1c(C)c(C(=O)NCc2cccc(Cl)c2)sc1=O	-4.4	.	.	2.2	-8.4	2.8	21.3	1.3
COc1ccccc1-c1ccc2n(c1=O)C[C@@H]1[C@@H](CO)[C@H](C(=O)N3CCCCC3)N(C)[C@H]21	-3.2	.	0.3	-5.2	4.1	-2.9	.	.
CCOC(=O)c1cccc(C2=CC(=O)C[C@H](c3ccc(Cl)cc3)C2)c1	-0.5	-1.2	-2.3	8.2	-17.5	1.6	-5.9	7.2
Cc1ccc(C)c(C(=O)CN2C(=O)C(=O)N(C3CCCC3)C2=O)c1	2.8	2.7	-0.6	-3.7	3.7	-2.2	3.2	-6.0
CCN(CC)CCCNC(=O)C(C)n1c2ccccc2c2nc(=O)cc(C)n21 (centres undefined)	1.0	0.6	1.4	19.5	-3.1	-0.1	19.8	-4.7
COc1cc2c(cc1OC)C(c1ccc(Br)cc1)NC(=O)C2 (centres undefined)	-9.2	-3.9	1.6	-7.4	-8.5	15.4	7.4	9.0
Nc1ccc(S(=O)(=O)Nc2nccs2)cc1	-2.5	6.8	.	-6.0	4.7	-3.9	-13.6	-9.3
COCOc1cccc(CN2CCC(C)(Oc3ccc(C(C)=O)cc3)C2)c1 (centres undefined)	-1.7	.	5.8	2.0	3.0	2.7	6.1	-27.2
COc1ccc(C(=O)NCCCSC)cc1OC1CCN(C(C)C)CC1	0.4	?	-1.7	5.3	.	16.6	-8.4	2.9
CCOc1ccc(NC(=O)CSc2nnc(C)n2C2CC2)cc1S(=O)(=O)N1CCCC1	.	.	-2.2	-0.3	13.8	-2.5	0.2	1.0
CCC(=O)Nc1c2c(nn1-c1ccc(F)cc1)CS(=O)(=O)C2	-1.1	11.7	-0.1	2.6	8.6	-41.9	-106.1	-0.9

As a short view, part of the list above.
Structure	PglD DTNB	PGC1a acetyl inh	ERAP1 inh	S100A4 MyoIIA	LGR2 inh	EWS-Fli inh	PAX8 reporter	FN deposition inh
CC(=O)Oc1ccccc1Cn1c(C)c(C(=O)NCc2cccc(Cl)c2)sc1=O	-4.4	.	.	2.2	-8.4	2.8	21.3	1.3
COc1ccccc1-c1ccc2n(c1=O)C[C@@H]1[C@@H](CO)[C@H](C(=O)N3CCCCC3)N(C)[C@H]21	-3.2	.	0.3	-5.2	4.1	-2.9	.	.
CCOC(=O)c1cccc(C2=CC(=O)C[C@H](c3ccc(Cl)cc3)C2)c1	-0.5	-1.2	-2.3	8.2	-17.5	1.6	-5.9	7.2
Cc1ccc(C)c(C(=O)CN2C(=O)C(=O)N(C3CCCC3)C2=O)c1	2.8	2.7	-0.6	-3.7	3.7	-2.2	3.2	-6.0
CCN(CC)CCCNC(=O)C(C)n1c2ccccc2c2nc(=O)cc(C)n21 (centres undefined)	1.0	0.6	1.4	19.5	-3.1	-0.1	19.8	-4.7
COc1cc2c(cc1OC)C(c1ccc(Br)cc1)NC(=O)C2 (centres undefined)	-9.2	-3.9	1.6	-7.4	-8.5	15.4	7.4	9.0
Nc1ccc(S(=O)(=O)Nc2nccs2)cc1	-2.5	6.8	.	-6.0	4.7	-3.9	-13.6	-9.3
COCOc1cccc(CN2CCC(C)(Oc3ccc(C(C)=O)cc3)C2)c1 (centres undefined)	-1.7	.	5.8	2.0	3.0	2.7	6.1	-27.2

(cont.)
Structure	PglD DTNB	PGC1a acetyl inh	ERAP1 inh	S100A4 MyoIIA	LGR2 inh	EWS-Fli inh	PAX8 reporter	FN deposition inh
O=C(O)C1CCN(S(=O)(=O)c2ccc(N3CCCC3C(=O)O)c([N+](=O)[O-])c2)CC1 (centres undefined)	-3.1	.	-0.9	-5.4	2.5	-6.8	-4.1	-12.9
O=C1C(=O)N(CCCN2CCOCC2)C(c2ccc([N+](=O)[O-])cc2)/C1=C(\O)c1ccc2c(c1)OCCO2 (centres undefined)	-4.1	.	3.5	-3.8	-5.9	.	-30.0	0.3
COc1ccc(C#Cc2cnc3c(c2)C(=O)N([C@H](C)CO)C[C@H](C)[C@H](CN(C)C(=O)CC2CC2)O3)cc1	0.3	-3.8	-2.1	-18.5	-12.4	-4.7	4.8	0.2
COc1ccccc1N1CCN(Cc2cccs2)CC1	2.2	-1.4	-1.4	-1.6	-8.1	.	.	.
CCOC(=O)C1=CC[C@@H](c2ccc(OC)cc2)N(S(=O)(=O)c2ccc(C)cc2)[C@H]1CC	4.7	-90.3	1.0	-12.7	18.3	9.2	-14.6	7.8
O=C(COC(=O)c1cnccn1)c1ccc(Cl)c([N+](=O)[O-])c1	-4.4	.	.	9.5	12.5	8.1	-5.8	2.1
COc1ccc(NC2CCCN(C(=O)c3cccs3)C2)cc1 (centres undefined)	-2.9	-1.5	1.0	-3.6	1.9	.	-9.0	2.1
O=C(CCCCCn1c(SCc2ccncc2)nc2ccccc2c1=O)NCc1ccco1	5.3	13.9	.	.	.	.	4.8	-7.0
COc1ccc(S(=O)(=O)N2CCOC2CNC(=O)C(=O)NCc2ccccc2OC)cc1 (centres undefined)	2.1	.	-10.7	1.2	10.3	1.5	.	-1.0
CC(=O)c1sc(NC(=O)c2ccccc2F)nc1C	1.2	-4.9	0.9	0.3	17.9	-2.2	-41.8	1.1
O=[N+]([O-])c1cc(S(=O)(=O)N2CCCC2)ccc1N/N=C/c1ccccn1	.	.	-6.9	2.8	-5.6	-11.5	14.1	-1.9
COC(=O)c1ccccc1NC(=O)c1cc(-c2ccco2)on1	-0.3	8.6	1.9	-16.3	-0.2	-47.3	-0.3	5.9
Cc1cc(F)ccc1NC(=O)C1CCN(S(=O)(=O)c2ccc3c(c2)CCCC(=O)N3)CC1	-3.7	0.4	-2.6	-13.6	-4.7	.	-3.6	-4.1
CCC(=O)Nc1ccc(NC(=O)CSc2nnc(-c3ccc(O)cc3)n2CC2CCCO2)cc1 (centres undefined)	1.8	7.8	8.0	-12.9	-12.5	-0.3	15.6	0.7
C[C@H]1CN([C@@H](C)CO)C(=O)Cc2cc(NC(=O)Cc3ccccc3)ccc2O[C@H]1CN(C)CC1CC1	-0.7	-7.0	-0.7	4.7	-1.9	6.1	-3.4	.
Cc1ccc(-n2c(=O)c3sccc3n(CC(=O)NCC3CCCO3)c2=O)cc1F (centres undefined)	0.4	.	2.9	6.9	4.1	2.5	-1.1	-0.1
CC1Cc2cc(/C(O)=C3/C(=O)C(=O)N(CCN4CCOCC4)C3c3ccc(N(C)C)cc3)ccc2O1 (centres undefined)	4.8	-6.8	0.5	0.4	-17.5	-3.4	-22.5	4.4
Cc1cc(NC(=O)NC(=O)c2ccccc2F)no1	1.3	6.5	-0.1	-0.5	-10.3	-54.7	.	-3.8
COc1ccc(NC(=O)N(C)C[C@H]2OCCCC[C@H](C)Oc3ccc(NC(=O)Nc4cccc5ccccc45)cc3C(=O)N([C@H](C)CO)C[C@@H]2C)cc1	1.0	18.2	.	.	-18.5	0.2	-11.9	.
CCCNC(=O)C1(C)CCN(Cc2cc3ccccc3o2)C1 (centres undefined)	-0.8	7.0	1.0	-21.2	-13.7	-0.4	-6.8	-5.4
O=C(CSc1nccn1Cc1ccccc1)NC1CCCC1	1.0	.	0.5	-58.5	3.1	-3.3	-25.2	5.9
O=[N+]([O-])c1ccccc1CCc1ccccc1[N+](=O)[O-]	-5.8	-20.2	-2.5	0.5	1.6	-12.5	-21.6	-29.5
Cc1ccccc1C(=O)NC(=S)NC1CCS(=O)(=O)C1 (centres undefined)	3.0	-1.6	3.3	1.0	0.2	1.0	.	8.1
